Screens deposited in PubChem BioAssay by several laboratories.
Mcl1 Noxa PPI: Mcl-1/Noxa interaction inhibition; Q07820; TR-FRET Mcl-1/Noxa peptide binding, 2 h; inhibition, % at 21.7 µM; 220,000 compounds, 1.5% hits;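 active = compounds that cut the protein-peptide binding signal by more than 50% relative to plate controls in a single-dose test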;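 note: His-tagged Mcl-1 with rhodamine Noxa BH3 peptide and terbium anti-His antibody; 0% = Mcl-1 plus Noxa peptide wells and 100% = peptide-only wells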
Target sequence (Q07820 whole entry, looked up): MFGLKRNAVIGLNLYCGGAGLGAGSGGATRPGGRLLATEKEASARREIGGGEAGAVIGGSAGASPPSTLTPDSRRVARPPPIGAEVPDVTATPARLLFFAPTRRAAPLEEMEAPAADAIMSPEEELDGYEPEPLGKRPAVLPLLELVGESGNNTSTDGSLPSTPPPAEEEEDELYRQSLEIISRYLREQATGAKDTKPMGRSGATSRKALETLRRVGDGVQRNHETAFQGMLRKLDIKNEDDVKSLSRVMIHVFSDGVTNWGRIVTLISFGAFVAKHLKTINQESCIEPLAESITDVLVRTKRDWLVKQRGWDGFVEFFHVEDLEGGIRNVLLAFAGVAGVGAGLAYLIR
HRas wt GTP: modulators of GTP binding to human HRas wildtype; GTP binding activity, % at 10 µM; 190,000 compounds, 0.14% hits; GST-Ras wt beads, Bodipy-FL-GTP binding, flow cytometry; actives lie on both sides; P01112;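 active = GTP binding activity at least 20% away from the 100% baseline, either lowered as inhibitor or raised as activator; inconclusive = flagged as likely green fluorescent, judged across all proteins in the well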;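 note: 0% = unlabeled GTP competition control and 100% = no-compound control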
Target sequence (P01112 whole entry, looked up): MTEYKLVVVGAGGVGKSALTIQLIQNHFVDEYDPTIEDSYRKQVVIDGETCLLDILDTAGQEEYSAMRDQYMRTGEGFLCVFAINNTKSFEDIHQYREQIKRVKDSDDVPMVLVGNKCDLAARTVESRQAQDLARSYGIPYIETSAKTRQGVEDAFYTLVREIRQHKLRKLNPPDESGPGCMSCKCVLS
Cdc42 wt: human Cdc42 wildtype GTP binding change, either direction; GST-Cdc42 beads, Bodipy-GTP binding, flow cytometry; actives lie on both sides; 190,000 compounds, 0.2% hits; percent activity (GTP binding), % at 10 µM;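 active = percent activity GTP binding at least 20 points away from the 100% baseline, either down as inhibitor or up as activator; inconclusive = compound flagged as likely green fluorescent from well-wide comparison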;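 note: median bead fluorescence of bound Bodipy-FL-GTP at 100 nM; 0% = excess unlabeled GTP control and 100% = no compound control; below 100% means less GTP binding so inhibitor and above means activator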
Target sequence (P60953 whole entry, looked up): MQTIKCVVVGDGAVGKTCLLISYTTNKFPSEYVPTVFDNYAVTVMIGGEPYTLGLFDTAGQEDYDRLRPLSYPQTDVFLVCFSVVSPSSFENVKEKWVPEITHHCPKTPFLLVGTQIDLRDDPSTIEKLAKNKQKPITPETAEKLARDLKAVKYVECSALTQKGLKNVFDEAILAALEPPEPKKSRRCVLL
Mcl-1 Bim block: inhibitors of Bim-Mcl-1 interaction, human. Q07820. Bead-based flow cytometry, Bim peptide-Mcl-1 binding. inhibition, % at 10 µM. 190,000 compounds, 0.1% hits. AID 1009; in the data active = inhibition above about 40%;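 note: 0% = no compound tracer wells and 100% = peptide blocker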
Rab7 wt modul: modulators of GTP binding to dog Rab7 wildtype GTPase | GTP binding activity (percent of control), % at 10 µM | AID 758 | 190,000 compounds, 0.055% hits | GST-Rab7 beads, fluorescent GTP binding, flow cytometry; actives lie on both sides; untreated = 100%, excess cold GTP = 0%;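 active = fluorescent GTP binding to Rab7 beads changed by at least 20 points from the 100% baseline, either direction, mostly lower; inconclusive = compound itself probably fluorescent, or too few beads counted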;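 note: median green fluorescence of bound Bodipy-FL-GTP per Rab7 bead population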
Rab2A wt mod: changes GTP binding to wildtype dog Rab2A, up or down. P61105. GST-Rab2 wt beads, Bodipy-GTP binding, flow cytometry. GTP binding activity, % at 10 µM. 190,000 compounds, 0.19% hits. AID 760;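 active = GTP binding activity at least 20 points away from 100%, either lowered or raised; inconclusive = signal likely due to the compound's own green fluorescence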;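 note: 0% = beads with excess unlabeled GTP and 100% = no-compound control corrected for plate trend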
Mcl1 Bid PPI: disrupts binding of human Mcl-1 to Bid peptide; Q07820; TR-FRET Mcl-1/Bid-Dy647 peptide binding, 1536-well; inhibition, % at 21.7 µM; 220,000 compounds, 0.97% hits; AID 1021;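 active = compounds that cut the binding signal by more than half at the single screening dose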;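 note: His-tagged Mcl-1 with europium anti-His antibody binding Bid BH3 peptide; 0% = Mcl-1 plus peptide wells and 100% = peptide-only wells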
Rac1 mut GTP: modulators of GTP binding to human Rac1 activated mutant; P63000; GST-Rac1 activated beads, fluorescent GTP binding, flow cytometry; actives lie on both sides; 100% means binding = to untreated wells; percent activity (GTP binding), % at 10 µM; 190,000 compounds, 0.11% hits; AID 764;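 active = GTP binding at least 20 percentage points away from the 100% baseline, in either direction, so actives lie on both sides; inconclusive = Compound likely fluorescent itself, or too few beads counted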
Rac1 wt GTP bind: modulators of human Rac1 wildtype GTP binding. GST-Rac1 beads, fluorescent GTP binding, flow cytometry; actives lie on both sides; 0 = cold GTP competed, 100 = untreated. GTP binding activity (% of control), % at 10 µM. 190,000 compounds, 0.27% hits. AID 757;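 active = GTP binding activity at least 20 points away from the 100% control level, either lower or higher; inconclusive = compound flagged as likely green fluorescent, judged across all proteins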
Pf gametocyte: inhibitors of late stage P. falciparum gametocyte viability; inhibition, % at 10.9 µM; AID 743093; P. falciparum stage V gametocytes, ATP luminescence, 24 h; 150,000 compounds, 0.065% hits;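 active = inhibition above the mean plus 3 SD of compounds within the control limits, set per campaign, cut at about 38% in these data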;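 note: 0% = DMSO wells and 100% = medium only without gametocytes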
Avidin fluor: compound fluoresces at 488/530 nm on avidin beads; compound fluorescence 488/530 nm, flow cytometry; active compounds read high; fluorescence (KMESF) at 10 µM; 220,000 compounds, 0.38% hits; in the data active = fluorescence above about 47; note: inactives centre near 10
* = called active by the depositor; ? = inconclusive; . = no result given.

The line under a structure holds: Mcl1 Noxa PPI	HRas wt GTP	Cdc42 wt	Mcl-1 Bim block	Rab7 wt modul	Rab2A wt mod	Mcl1 Bid PPI	Rac1 mut GTP	Rac1 wt GTP bind	Pf gametocyte	Avidin fluor
O=C(O)C(C(=O)/C=C/c1ccco1)=C1SCCS1
  -4.9	98.0	98.0	-1.0	100.0	99.0	3.4	95.0	102.0	.	10
COc1ccc(C(=O)COC(=O)CN2C(=O)C3C4C=CC(C5CC45)C3C2=O)cc1 (centres undefined)
  7.5	100.0	102.0	-3.0	99.0	99.0	-0.7	97.0	106.0	-24.2	6
O=C(c1nc2ccccn2c1CNCCCn1nnc2ccccc21)N1CCOCC1
  18.6	98.0	96.0	0.0	104.0	98.0	-20.3	96.0	99.0	-14.4	11
CCNC(=S)NNC(=O)c1cccn(Cc2ccc(Cl)cc2)c1=O
  -11.8	?	?	0.0	?	?	-64.2	?	?	.	17
C/C(CC(=O)NC1CCCCCC1)=N\NC(=O)c1cnccn1
  1.8	100.0	101.0	-1.0	103.0	100.0	-0.8	101.0	106.0	-2.8	1
COc1ccccc1OCCCn1c(=O)sc2ccccc21
  -0.9	100.0	104.0	-4.0	99.0	100.0	-8.6	97.0	105.0	15.6	32
O=C(NNS(=O)(=O)c1ccccc1)c1sccc1-n1cccc1
  15.9	101.0	102.0	-4.0	99.0	101.0	-14.1	99.0	101.0	.	15
O=C(CCS(=O)(=O)c1ccc(Br)s1)NC1CCCCCC1
  -8.4	100.0	106.0	-2.0	103.0	103.0	78.1*	103.0	106.0	10.5	13
CC(C)OC(=O)c1c(NC(=O)Cn2cnc([N+](=O)[O-])n2)sc2c1CCCC2
  15.8	94.0	95.0	-3.0	97.0	98.0	1.1	98.0	101.0	2.7	.
COc1ccc(C(CC(=O)c2ccccc2)CC(=O)c2ccccc2)cc1OC
  8.1	103.0	104.0	0.0	109.0	106.0	8.4	98.0	101.0	.	13
COc1ccc(Cl)cc1N(CC(=O)NC(C)(C)C)S(=O)(=O)c1ccc(C)c([N+](=O)[O-])c1
  10.3	101.0	99.0	-5.0	98.0	100.0	5.8	100.0	101.0	.	14
O=C(c1ccc(F)cc1)c1cn(Cc2ccc(F)cc2)c2cc3c(cc2c1=O)OCCO3
  -2.6	102.0	100.0	-2.0	101.0	101.0	10.9	99.0	102.0	.	7
O=C(Nc1ccc(N=Nc2ccccc2)cc1)c1ccccc1Cl
  -7.9	97.0	100.0	-6.0	98.0	98.0	-3.2	99.0	100.0	-10.9	13
O=C(COC(=O)c1cc(S(=O)(=O)N2CCc3ccccc3C2)ccc1Cl)NCc1ccco1
  46.1	98.0	99.0	0.0	95.0	95.0	-4.2	97.0	98.0	.	6
Cc1nc(NC(C)(C)CO)c([N+](=O)[O-])cc1[N+](=O)[O-]
  19.1	101.0	104.0	-3.0	99.0	100.0	-9.9	101.0	101.0	2.1	1
Cc1c(/C=N/NC(=O)c2cccnc2)cc(C#N)n1C
  12.1	97.0	98.0	2.0	99.0	100.0	-6.2	95.0	97.0	5.8	11
O=C(COC(=O)c1ccc(NS(=O)(=O)c2ccc(F)c(F)c2)cc1)NCC1CCCO1 (centres undefined)
  14.9	95.0	95.0	-3.0	97.0	95.0	10.2	97.0	97.0	.	5
CC1CCCC(C)N1C(=O)COc1ccc(C(=O)Nc2ccccc2N2CCOCC2)cc1 (centres undefined)
  3.1	98.0	96.0	0.0	95.0	98.0	-17.3	97.0	98.0	.	15
CCOC(=O)c1cnc(-c2ccccc2)[nH]c1=O
  -8.1	102.0	104.0	0.0	107.0	100.0	8.6	96.0	107.0	.	11
c1ccc2c(c1)ccc1nnc(-c3ccc4c(c3)OCO4)n12
  -2.2	103.0	104.0	-3.0	103.0	100.0	-11.6	99.0	105.0	.	33
C/C(=N\NC(=O)CCCNc1ccccc1)c1ccncc1
  1.1	101.0	97.0	-2.0	104.0	99.0	-71.0	96.0	100.0	-12.3	11
COc1ccc(NC(=O)c2ccccc2C(=O)N2CCCCC2)cc1
  12.2	101.0	100.0	0.0	112.0	104.0	-6.3	98.0	104.0	-13.2	9
C/C(CC(=O)NC(C)C)=N\NC(=O)C(c1ccccc1)c1ccccc1
  -4.5	96.0	93.0	-1.0	95.0	94.0	-8.2	96.0	97.0	1.1	21
Cc1c(C(Nc2ccccn2)c2ccc(Cl)cc2)c(=O)n(-c2ccccc2)n1C (centres undefined)
  0.1	102.0	103.0	-4.0	99.0	102.0	-12.3	101.0	104.0	16.5	10
COCCN(C(=O)C1CCCC1)c1c(N)n(Cc2ccccc2)c(=O)[nH]c1=O
  6.8	96.0	97.0	0.0	93.0	98.0	-5.8	96.0	99.0	-11.9	11
O=C(O)CCCC(=O)Nc1ccc(Cl)c(Cl)c1
  5.6	98.0	99.0	-3.0	100.0	100.0	-2.6	97.0	98.0	-25.0	31
CN(CCC#N)C(=O)COC(=O)c1ccc(Cl)c(S(N)(=O)=O)c1
  8.8	99.0	101.0	-2.0	96.0	97.0	-8.0	96.0	97.0	13.9	38
Cc1cc(C(=O)N2CCOCC2)c(C)o1
  -12.6	98.0	98.0	-3.0	96.0	97.0	-31.2	98.0	105.0	-18.4	21
CCOC(=O)c1cc(-c2cccs2)nc2onc(C)c12
  23.0	109.0	111.0	-1.0	109.0	109.0	-24.8	101.0	106.0	-35.4	20
CCCc1nc2ccccc2c(C(=O)OC(C)C(=O)NCc2ccc3c(c2)OCO3)c1CC (centres undefined)
  2.2	103.0	98.0	-3.0	100.0	99.0	-4.0	99.0	106.0	.	16

Next part:
The line under a structure holds: Mcl1 Noxa PPI	HRas wt GTP	Cdc42 wt	Mcl-1 Bim block	Rab7 wt modul	Rab2A wt mod	Mcl1 Bid PPI	Rac1 mut GTP	Rac1 wt GTP bind	Pf gametocyte	Avidin fluor
O=C1S/C(=C\c2ccc(N3CCOCC3)o2)C(=O)N1c1ccccc1
  -20.8	100.0	98.0	-1.0	100.0	102.0	-47.7	97.0	103.0	18.4	13
COc1ccc(OC)c(C2Nc3c(Cl)ccc(C(=O)O)c3C3C=CCC32)c1 (centres undefined)
  36.0	93.0	89.0	0.0	101.0	91.0	-17.7	89.0	90.0	-6.1	7
Cc1cc(C)cc(NC(=O)COC(=O)c2n[nH]c3ccccc23)c1
  -7.6	97.0	93.0	3.0	94.0	97.0	-19.4	96.0	97.0	-17.6	5
O=C(NCc1cccnc1)C1CCCN(S(=O)(=O)c2ccccc2)C1 (centres undefined)
  3.4	102.0	101.0	0.0	99.0	101.0	-12.5	98.0	100.0	2.4	15
CCOC(=O)c1nc(N)c(=O)n(-c2ccc(C)cc2)n1
  -22.0	102.0	104.0	0.0	104.0	102.0	-20.6	100.0	109.0	.	6
COc1ccc(NC(=O)/C(C#N)=C/c2cc(C)n(-c3ccc(N4CCOCC4)c([N+](=O)[O-])c3)c2C)cc1
  6.8	99.0	100.0	-3.0	101.0	99.0	-73.5	99.0	101.0	-4.2	14
O=C(CSC1=NCCS1)Nc1ccc(S(=O)(=O)NC2CCCCC2)cc1
  35.4	98.0	100.0	-5.0	94.0	97.0	-23.4	99.0	101.0	-10.8	36
CCOC(=O)c1cccc(NS(=O)(=O)c2ccc(NC(C)=O)cc2)c1
  -6.1	102.0	104.0	-4.0	103.0	98.0	-1.2	97.0	105.0	-5.5	14
CSc1nncc(/C(C)=N\Nc2ccccc2C)n1
  21.1	100.0	102.0	0.0	98.0	100.0	-23.3	100.0	102.0	.	14
CCn1cc(C(=O)N[C@H](C)c2ccccc2)c(=O)c2cc(F)c(N3CCN(C)CC3)cc21
  20.2	101.0	102.0	-2.0	98.0	101.0	-0.9	101.0	104.0	0.3	7
O=C(NCC1COc2ccccc2O1)c1ccc(Cl)cc1 (centres undefined)
  7.3	95.0	98.0	5.0	95.0	97.0	-15.0	98.0	98.0	10.5	4
COc1ccc(Oc2c(-c3ccc(O)cc3O)n[nH]c2C)cc1
  6.2	97.0	97.0	0.0	96.0	95.0	-54.9	96.0	97.0	-25.9	5
COc1ccc(C2CC(C)(c3ccc(OC)cc3OC)Nc3ccccc3N2)c(OC)c1 (centres undefined)
  9.3	98.0	96.0	-6.0	105.0	101.0	-33.0	95.0	100.0	-8.2	14
O=C(NNC(=O)c1ccc(O)cc1O)c1ccc(Cl)cc1
  31.3	91.0	91.0	6.0	93.0	91.0	56.1*	89.0	96.0	-57.8	10
CCSc1nc2c(c(=O)[nH]c(=O)n2C)n1C/C=C(/C)Cl
  7.8	100.0	101.0	2.0	98.0	100.0	-38.3	100.0	106.0	-18.0	8
O=C(O)CSc1nc2ccccc2n1-c1ccccc1
  -15.2	95.0	92.0	-1.0	98.0	93.0	-17.0	95.0	99.0	16.7	12
CN(Cc1cc(=O)[nH]c2ccccc12)C(=O)c1ccccc1
  -10.7	104.0	97.0	-2.0	101.0	101.0	-22.5	100.0	107.0	.	7
O/N=C/c1ccccc1OCc1ccccc1F
  44.2	99.0	98.0	-4.0	102.0	98.0	8.8	99.0	100.0	.	4
COc1ccccc1[C@@H]1C(c2cccc(C)c2)=NN(c2ccccc2)[C@H]1C(=O)N1CCOC1=O
  -32.2	102.0	95.0	-1.0	101.0	101.0	-0.1	99.0	107.0	.	9
COc1cc(CNc2ccccc2SC)cc(OC)c1OC
  22.0	102.0	103.0	-3.0	101.0	103.0	11.3	101.0	103.0	.	5
COc1ccc(Cl)cc1S(=O)(=O)n1cnc2ccccc21
  19.8	104.0	106.0	0.0	105.0	102.0	2.3	99.0	105.0	.	62*
CCOC(=O)C1CCCN(C(=O)COc2ccc(N(C)S(=O)(=O)c3ccc(F)cc3)cc2)C1 (centres undefined)
  2.8	98.0	102.0	-2.0	94.0	102.0	-8.5	97.0	97.0	3.5	9
NC(=O)CC[C@@H]1NC(=O)[C@H](Cc2ccc(O)cc2)NC(=O)c2cc([N+](=O)[O-])cc(F)c2OCC[C@@H](C(N)=O)NC1=O
  -1.2	99.0	98.0	-1.0	92.0	97.0	-0.1	99.0	103.0	10.8	10
COCCNC(=S)N(c1ccccc1)C(C)C
  11.8	95.0	97.0	-1.0	95.0	95.0	-7.0	96.0	96.0	18.1	10
CCOC(=O)C(C(=O)OCC)C(=O)c1cc(OC)c(OC)c(OC)c1
  8.8	99.0	103.0	-1.0	96.0	99.0	-43.3	100.0	104.0	.	6
COC(=O)C1=C(N)Oc2cc(C)n(C)c(=O)c2C1c1ccc(Cl)c(Cl)c1 (centres undefined)
  -6.7	98.0	96.0	-2.0	98.0	97.0	0.0	99.0	99.0	.	30

Not a hit list. About 2.7% of those tested had a hit in this group.
